APP transl inh: APP translation inhibition. SH-SY5Y APP 5'UTR-luciferase reporter, luminescence. inhibition, % at 2 µM. 0.82% of 190,000 active. AID 1285;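 active = inhibition above a set limit, derived from the sample mean plus 3 SD, cut at about 45% in these data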; also: values of inactives mirror those of a sister screen read the other way
TNAP inh hi DEA: TNAP (human) inhibition, high acceptor | 0.03% of 200,000 active | AID 1135 | purified TNAP, CDP-star luminescence, 1 M DEA | inhibition, % at 20 µM | P05186;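 active = over 50% inhibition of tissue-nonspecific alkaline phosphatase at 20 µM in the single-dose screen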;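 also: plate controls were DMSO wells for no effect and EDTA-quenched wells as full inhibition for full effect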
Target sequence (P05186 whole entry, looked up): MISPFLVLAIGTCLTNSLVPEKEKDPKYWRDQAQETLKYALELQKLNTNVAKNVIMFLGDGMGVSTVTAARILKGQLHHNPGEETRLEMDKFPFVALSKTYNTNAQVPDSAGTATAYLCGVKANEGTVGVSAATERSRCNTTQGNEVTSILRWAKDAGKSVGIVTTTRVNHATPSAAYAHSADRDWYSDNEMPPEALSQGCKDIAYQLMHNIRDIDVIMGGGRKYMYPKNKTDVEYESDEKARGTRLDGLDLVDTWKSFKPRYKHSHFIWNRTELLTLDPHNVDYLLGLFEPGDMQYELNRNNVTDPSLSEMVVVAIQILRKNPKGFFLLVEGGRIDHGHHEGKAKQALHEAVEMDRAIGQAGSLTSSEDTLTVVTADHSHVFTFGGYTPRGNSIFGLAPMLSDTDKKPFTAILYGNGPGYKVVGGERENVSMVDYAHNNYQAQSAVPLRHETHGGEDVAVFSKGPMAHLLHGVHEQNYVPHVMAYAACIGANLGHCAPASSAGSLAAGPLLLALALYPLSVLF
TNAP act hi DEA: increases human TNAP activity under high phosphate acceptor concentration; purified TNAP, CDP-star luminescence, 1 M DEA, 30 min; active compounds read high; 0 = EDTA background, 1 = DMSO-only activity; activation factor at 20 µM; 200,000 tested, under 10 active; P05186;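 active = activation factor at least 2 at 20 µM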
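system = human TNAP | amount = enzyme diluted 1/800 final | reagent = 100 µM CDP-star substrate | signal = luminescent substrate turnover signal | dosing = one dose, 20 µM | benchmarks = EDTA negative control, DMSO positive control | measure = activation factor | timing = 30 min reaction, room temperature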
FLuc act counter: affects firefly luciferase, flagging false hits in luciferase stimulation screens | P08659 | ATPlite luciferase biochemical, luminescence, 10 min; 0 = ATP-free wells, 1 = DMSO control | activation factor at 10 µM | 200,000 tested, under 10 active | AID 1027;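 active = luciferase activation factor, scaled between plate controls, of at least 2 with compound at 10 µM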
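assay system = Luciferase/luciferin detection reagent, cell-free biochemical luciferase assay | also added = ATP substrate | times = 10 min post-reagent at room temperature | measured by = luminescence from luciferase reaction | measure = luciferase activation, seen as luminescence increase over controls | benchmarks = low control with PBS replacing ATP, high control enzyme plus ATP without compound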
RAM network inh: inhibitors of the yeast RAM network; 1.8% of 190,000 active; S. cerevisiae dse1pr::URA3 reporter, 5-FOA growth OD615, 2 d; analog-sensitive cbk1-as2 kinase mutant strain; inhibition, % at 50 µM;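 active = inhibition above a set limit, 3 SD over mean compound inhibition, cut at about 8.4% in these data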;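 also: 0% = DMSO-only wells with no growth and 100% = 10 µM 1-NA-PP1 full growth; inhibition rescues growth on 5-FOA so higher OD means more RAM inhibition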
Lmaj promast: inhibitors of Leishmania major promastigote growth. inhibition, % at 10 µM. 9% of 200,000 active. Leishmania major promastigotes, resazurin fluorescence viability; in the data active = inhibition above about 50%;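 also: promastigotes grown with compound for 44 hours at 28 °C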
bIAP inhibitor: blocks bovine intestinal alkaline phosphatase activity | purified bovine IAP, CDP-star luminescence, 30 min | AID 1019 | 190,000 tested, under 10 active | inhibition, % at 20 µM;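 active = over 50% inhibition of intestinal alkaline phosphatase at 20 µM in the single-dose screen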
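test system = bovine IAP enzyme | medium = DEA buffer 100 mM, pH 9.8, with MgCl2 1.0 mM, ZnCl2 0.02 mM | detection = luminescence | dosing = single compound dose of 20 µM, 2% DMSO final | incubation = 30 min reaction at room temperature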
TNAP inh noacc: inhibitors of human TNAP without phosphate acceptor. purified TNAP, CDP-star luminescence, 30 min. inhibition, % at 20 µM. 0.26% of 200,000 active. AID 1012;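 active = tissue-nonspecific alkaline phosphatase inhibition above about 50% at 20 µM in the single-dose screen, limit read from the data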;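 also: 0% = DMSO negative control and 100% = EDTA positive control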
FLuc inhib CS: counter-screen for luciferase assay inhibitors: firefly luciferase inhibition. P08659. ATPLite firefly luciferase biochemical luminescence, 10 min. inhibition, % at 10 µM. 1.5% of 200,000 active;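 active = inhibition above about 50% when tested at 10 µM, limit read from the data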
bIAP act: intestinal alkaline phosphatase (bovine) activation | purified bovine IAP, CDP-star luminescence, 30 min; active compounds read high; fold of DMSO-control signal, blank-subtracted | activation factor at 20 µM | 0.17% of 200,000 active;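 active = activation factor of 2 or more at 20 µM, a signal rise over negative controls twice the positive control's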
* hit, by the source's call; nt = not tested or not shown.

The opening two compounds (preview)
SMILES	TNAP inh hi DEA	bIAP inhibitor	TNAP act hi DEA	FLuc inhib CS	TNAP inh noacc	Lmaj promast	RAM network inh	APP transl inh	bIAP act	FLuc act counter
COc1ccc(CNC(=O)COC(=O)c2c(-c3c(F)cccc3Cl)noc2C)cc1OC	-2.7	-1.6	1	-9.1	-3.1	-0.7	0.4	9.8	1	1.1
CC1(C)Cn2c(nc(=O)c3c2NCN(CCc2ccccc2)C3)S1	-3.1	-19.3	1	-5.0	-9.6	-2.9	1.1	-12.5	1.2	1.1

Main list, from the first entry:
SMILES	TNAP inh hi DEA	bIAP inhibitor	TNAP act hi DEA	FLuc inhib CS	TNAP inh noacc	Lmaj promast	RAM network inh	APP transl inh	bIAP act	FLuc act counter
COc1ccc(CNC(=O)COC(=O)c2c(-c3c(F)cccc3Cl)noc2C)cc1OC	-2.7	-1.6	1	-9.1	-3.1	-0.7	0.4	9.8	1	1.1
CC1(C)Cn2c(nc(=O)c3c2NCN(CCc2ccccc2)C3)S1	-3.1	-19.3	1	-5.0	-9.6	-2.9	1.1	-12.5	1.2	1.1
Fc1ccc(C(c2nnnn2C2CCCC2)N(Cc2ccco2)CC2CCCO2)cc1 (stereo not given)	0.5	-8.3	1	-0.5	-3.6	78.2*	3.5	5.5	1.1	1
N#Cc1c2c(c(N3CCN(CCO)CC3)n3c1nc1ccccc13)CCCC2	-5.3	-7.3	1.1	-5.6	-17.5	nt	nt	nt	1.1	1.1
CCCc1nc2oc3c(OCC)ncnc3c2c2c1COC(C)(C)C2	-5.5	6.8	1.1	-4.9	-19.5	17.4	4.9	-1.4	0.9	1
CCc1cc2cc(C(=O)N3CCN(c4ccccc4)CC3)sc2s1	0.2	24.5	1	-2.0	-13.0	-0.7	0.6	15.2	0.8	1
O=C(NC(=S)Nc1ccccc1N1CCOCC1)c1cccs1	-1.6	-22.7	1	-1.4	5.9	47.5	1.9	14.0	1.2	1
CCC(C)(C(=O)NC1CCCCC1)N(Cc1ccco1)C(=O)CC1NC(=O)NC1=O (stereo not given)	-2.4	7.3	1	-6.1	-11.9	-4.5	0.4	-11.5	0.9	1.1
O=[N+]([O-])c1cc2c(c(CSc3nnc4ccccn34)c1)OCOC2	-1.7	-0.9	1	-1.6	-2.7	-1.4	2.5	-4.5	1	1
Cn1c(CCNC(=O)c2ccco2)nc2cc(NS(=O)(=O)c3ccccc3)ccc21	-5.2	11.0	1.1	-7.6	-11.2	-0.4	0.0	2.5	0.9	1.1
COc1ccc(N(CC(=O)NCCC2=CCCCC2)S(C)(=O)=O)cc1OC	-3.2	3.0	1	-6.3	-9.7	0.6	-0.7	10.1	1	1.1
CC(=O)Nc1cccc(/C(C)=N/NC(=O)c2ccc3c(c2)OCO3)c1	-0.4	6.5	1	75.1*	-6.4	-3.0	2.0	-66.4	0.9	0.2
O=C(Nc1ccc(S(=O)(=O)N2CCCCC2)cc1)c1ccc(CN2CCc3ccccc3C2)cc1	-2.6	-0.3	1	-7.6	-12.9	99.1*	-1.0	15.1	1	1.1
COC(=O)c1ccc(CSc2nc3c(cnn3-c3ccc(C)cc3)c(=O)[nH]2)o1	-4.0	17.9	1	-7.0	-9.4	4.2	1.4	15.1	0.8	1.1
COc1ccc(Nc2nc(Cl)nc(NCc3ccco3)n2)c(OC)c1	-6.9	9.3	1.1	-10.4	-4.1	-1.9	3.7	-17.2	0.9	1.1
CCOc1ccc(S(=O)(=O)N(CC(=O)N/N=C/c2ccc(-c3ccc([N+](=O)[O-])cc3)o2)c2ccccc2)cc1	10.3	20.6	0.9	2.1	6.1	6.5	6.9	7.0	0.8	1
O=C(CSc1nc2ccccc2o1)N1c2ccccc2Sc2ccc(Cl)cc21	-3.7	9.6	1	-6.5	-8.7	71.7*	3.6	-5.6	0.9	1.1
NC(=O)CSc1nc2scc(-c3ccco3)c2c(=O)n1-c1ccccc1	-1.2	5.1	1	-4.3	-8.0	8.8	0.8	3.6	0.9	1
CCCn1nnc(NC(=O)C(C)Oc2ccc(Cl)cc2Cl)n1 (stereo not given)	0.0	4.9	1	-4.1	-12.5	-2.4	0.8	6.9	1	1
O=C(/C=C/c1ccccc1)N1CCN(C(=O)c2ccco2)CC1	2.9	7.5	1	-0.6	-5.6	-1.4	-0.5	-14.7	0.9	1
Cc1cccnc1NC1CCCCC1	1.4	0.6	1	-3.5	-0.4	-3.1	1.4	3.6	1	1
COc1cccc(C2=NOC(C(=O)Nc3cccc(C(C)=O)c3)C2)c1 (stereo not given)	-6.4	9.7	1.1	-2.0	-3.3	2.3	1.5	-4.4	0.9	1
Cc1ccc(C2(C(F)(F)F)NC(=O)N3CCN=C3S2)cc1 (stereo not given)	2.0	-3.7	1	-3.7	-5.5	42.5	0.4	19.2	1	1
Cc1cccc(NC(=O)c2ccccc2NC(=O)Cc2ccccc2)c1C	-0.5	-17.6	1	-7.6	-5.9	3.7	2.9	11.3	1.2	1.1
S=c1[nH]nc(CN2CCCCC2)n1Cc1ccccc1	-6.2	28.9	1.1	-4.9	1.7	-2.6	-0.2	-30.3	0.7	1
CCN(CC)S(=O)(=O)c1ccc2nc(CCl)[nH]c2c1	-4.9	-21.2	1	-1.4	-12.3	0.6	-1.1	-1.7	1.2	1
O=C(CSc1nnc(Cc2ccccc2)n1Cc1ccco1)NC1CCCC1	-2.9	-18.0	1	-6.2	-8.5	-7.6	1.1	-16.5	1.2	1.1
Cn1c(N/N=C/c2cccs2)cc(=O)n(C)c1=O	-4.4	9.0	1	-6.7	14.1	-3.4	0.7	0.8	0.9	1.1
OC(CNCc1ccc(F)cc1)(c1ccc(F)cc1)c1ccc(F)cc1	1.7	20.8	1	-2.7	-0.9	7.0	1.4	nt	0.8	1
Nc1nc(Nc2ccc(Cl)cc2)nc2ccccc12	2.1	43.6	1	93.3*	-5.1	92.9*	2.3	-114.6	0.6	0.1
O=C(NC(CSCc1ccccc1)C(=O)N/N=C/c1ccc(O)cc1O)c1ccc([N+](=O)[O-])cc1 (stereo not given)	2.3	-27.8	1	-3.2	33.3	100.0*	-0.5	49.5*	1.3	1
O=C(c1cc(Sc2cccc(Cl)c2)nc2ccccc12)N1CCN(c2ccccn2)CC1	-4.7	5.8	1	-3.0	-8.7	5.3	-0.3	-19.1	0.9	1
O=C(Cn1cnc2c(nnn2Cc2ccc(F)cc2)c1=O)N1CCCCC1	1.1	1.9	1	-1.7	-2.0	-5.0	1.4	-10.8	1	1
Cc1c(C(=O)O)oc2ccc(S(=O)(=O)N(CC(C)C)CC(C)C)cc12	-1.6	5.9	1	-6.6	-0.1	-10.4	-0.7	17.5	0.9	1.1
CCCn1c(C)cc(/C=C(\C#N)C(=O)OCC(=O)Nc2cc(OC)c(OC)c(OC)c2)c1C	-1.0	7.5	1	22.0	-12.5	-6.3	0.4	-29.9	0.9	0.8
O=C(C1=C[C@H](c2ccc3c(c2)OCO3)C[C@H](OCc2ccc(CO)cc2)O1)N1CCN(Cc2ccc3c(c2)OCO3)CC1	-11.2	-7.8	1.1	-5.8	-12.0	12.5	1.6	13.2	1.1	1.1
CC(=O)Cc1ccccc1OC(=O)c1ccco1	-1.3	7.3	1	-6.8	-12.7	1.5	0.4	-15.4	0.9	1.1
Cc1ccc(S(=O)(=O)NC(C(=O)O)c2ccccc2)cc1 (stereo not given)	-1.6	11.4	1	-1.7	-3.8	-8.3	2.1	7.2	0.9	1
O=C(CCc1nnc(CCCCc2ccccc2)o1)NCCCc1cccnc1	0.5	-1.6	1	-0.1	-3.8	10.0	2.4	7.7	1	1
O=C(Nc1ccc(F)cc1)Nc1ccc(Cl)cn1	-0.2	10.8	1	0.6	-3.7	0.6	2.4	-43.1	0.9	1
O=C(COc1ccc2c(C(F)(F)F)cc(=O)oc2c1)Nc1ccc(N2CCOCC2)cc1	-0.2	-2.8	1	-4.0	6.0	-6.3	2.7	4.5	1	1
O=C(NCCCn1ccnc1)/C(=C\c1cccnc1)NC(=O)c1ccccc1F	-2.2	4.2	1	-7.6	-2.4	-3.2	1.2	-1.8	1	1.1
COc1cc(/C=N/NC(N)=O)ccc1OC(=O)c1cccs1	-3.8	-6.3	1	-4.1	-8.7	-4.5	3.0	-16.1	1.1	1
O=C(Nn1c(Cc2cccs2)nc2ccccc2c1=O)c1cccs1	-5.2	0.7	1.1	-2.7	-12.8	-9.6	0.4	11.4	1	1
COc1ccc(-c2nn(-c3ccccc3)cc2/C=C(\CC(=O)O)c2nc3ccccc3s2)cc1OC	-2.7	-8.5	1	20.1	-1.5	-3.5	4.9	3.3	1.1	0.8
COc1ccc(NC(=O)CSc2nc3ccccc3c(=O)n2Cc2cccs2)c(OC)c1	-4.0	20.1	1	-2.4	-13.3	-4.7	2.0	3.3	0.8	1
COc1ccc(C)cc1N(CC(=O)N/N=C/c1ccc2c(c1)OCO2)S(C)(=O)=O	-4.8	-25.6	1	-6.2	-10.2	8.8	2.4	9.0	1.3	1.1
Cc1ccc(NC(=O)COC(=O)CNC(=O)c2ccc3ccccc3c2)c([N+](=O)[O-])c1	-8.4	13.0	1.1	2.2	-8.9	-5.0	5.0	-21.9	0.9	1
CC(C)CC(O)(CC(C)C)C(=O)NNc1ccccc1	-4.9	8.1	1	-4.7	-12.3	-8.2	0.5	-14.5	0.9	1
COc1ccc(N=C2C(=Nc3ccc(OC)cc3)N(c3ccc(OC)cc3)C(=S)N2C(=O)c2ccc(OC)cc2)cc1	10.2	15.1	0.9	-3.0	-0.1	-4.5	3.6	0.2	0.8	1

Screening data from PubChem.
